CHT block – inhibits the human high affinity choline transporter | CHT-expressing cells, membrane potential dye, choline response; stronger effect = lower value | Q9GZV3 | B-score at 10 µM | 310,000 tested, 0.86% active;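 active = B-score over 3 SD under the library average, and starting fluorescence ratio not unusually high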;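 also: choline stimulus applied at its EC90 after an EC20 pre-addition; B-score computed on integrated fluorescence ratio after choline addition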
Target sequence (Q9GZV3 whole entry, looked up): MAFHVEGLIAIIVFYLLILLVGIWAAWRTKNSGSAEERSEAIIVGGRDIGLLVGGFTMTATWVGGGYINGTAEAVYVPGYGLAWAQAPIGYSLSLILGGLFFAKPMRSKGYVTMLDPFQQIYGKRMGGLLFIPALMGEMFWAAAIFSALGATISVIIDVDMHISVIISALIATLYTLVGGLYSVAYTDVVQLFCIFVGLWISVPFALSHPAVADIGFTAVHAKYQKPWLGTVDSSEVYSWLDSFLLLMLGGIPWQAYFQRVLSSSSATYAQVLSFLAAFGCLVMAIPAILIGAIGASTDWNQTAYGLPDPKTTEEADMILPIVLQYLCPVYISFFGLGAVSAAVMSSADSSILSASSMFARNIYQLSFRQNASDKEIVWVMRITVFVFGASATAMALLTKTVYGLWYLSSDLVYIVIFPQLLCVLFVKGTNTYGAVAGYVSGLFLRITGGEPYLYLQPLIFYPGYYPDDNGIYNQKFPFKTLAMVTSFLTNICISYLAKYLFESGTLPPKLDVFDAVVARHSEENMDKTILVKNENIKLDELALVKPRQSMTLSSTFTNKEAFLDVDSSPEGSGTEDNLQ
CHT allo act – allosterically activates the human high affinity choline transporter | AID 488977 | B-score at 10 µM | 310,000 tested, 0.49% active | CHT-expressing cells, membrane potential dye, choline EC20; stronger effect = higher value; LV-AA mutant CHT in HEK293 cells;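 active = initial fluorescence not abnormally high and integrated response B-score, plate-corrected, over 3 SD above library mean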
Calls only.

How did COC(=O)C1=CN(C)C=C(C(=O)OC)C1c1ccc(Cl)cc1Cl do in these assays?
CHT block: inactive; CHT allo act: inactive

Results for CCc1ccccc1NC(=O)CSc1nc2c(c(-c3ccco3)c1C#N)CCCC2 ?
CHT block: inactive; CHT allo act: inactive

What do the screens show for `CCN(CC(=O)Nc1c(F)cccc1F)C(=O)CSCC(=O)Nc1cccc(C)c1`?
CHT block: inactive; CHT allo act: inactive

How did COc1cccc(OC)c1C(=O)N1CCN(Cc2ccccc2C(F)(F)F)CC1 do in these assays?
CHT block: inactive; CHT allo act: inactive

Results for CN(C(=O)Cc1c(C(=O)O)n(C)c2ccccc12)c1ccc(Cl)cc1 ?
CHT block: inactive; CHT allo act: inactive

What do the screens show for `CN1CCN(c2ccc(NC(=S)NC(=O)c3cccc4c(Cl)cccc34)cc2)CC1`?
CHT block: inactive; CHT allo act: inactive

Results for CC(C)(C)c1ccccc1NC(=O)c1ccc2c(c1)SC1=NS(=O)(=O)CCN12 ?
CHT block: inactive; CHT allo act: inactive

Results for C/C(=N\OC(=O)c1ccccc1F)c1nccs1 ?
CHT block: inactive; CHT allo act: inactive

How did Cc1ccc(C(=O)COc2ccccc2C(=O)Nc2ccccc2)cc1 do in these assays?
CHT block: inactive; CHT allo act: inactive

Results for COCCn1nnnc1C(c1ccccn1)N1CCN(c2cc(C)ccc2C)CC1 (stereo not given) ?
CHT block: inactive; CHT allo act: inactive

Results for COc1ccc(Oc2coc3c(CN4CCOCC4)c(O)ccc3c2=O)cc1 ?
CHT block: inactive; CHT allo act: inactive

Results for O=C(CSc1nc2cccnc2n1Cc1ccccc1)N1CCCC1 ?
CHT block: inactive; CHT allo act: inactive

Results for Cc1cc(SCc2ccccc2F)nc(=O)[nH]1 ?
CHT block: inactive; CHT allo act: inactive

What do the screens show for `O=C(Nc1ccccc1)Nc1nnc(SCc2ccc(Cl)cc2)s1`?
CHT block: inactive; CHT allo act: inactive

Results for CCN(c1ccccc1)S(=O)(=O)c1ccc(F)cc1C ?
CHT block: inactive; CHT allo act: inactive

Results for CCSc1nnc(NC(=O)NC2CCCCC2)s1 ?
CHT block: inactive; CHT allo act: inactive

How did O=C(CNC(=O)C(c1ccccc1)c1ccccc1)OCc1ccccc1 do in these assays?
CHT block: inactive; CHT allo act: inactive

What do the screens show for `COC(=O)[C@@H](NC(=O)Nc1ccc(C(C)=O)cc1)C(C)C`?
CHT block: inactive; CHT allo act: inactive

What do the screens show for `COc1ccc(-c2nc3c4ccccc4ccn3c2CN2CCOCC2)cc1OC`?
CHT block: inactive; CHT allo act: inactive

What do the screens show for `COC(=O)c1c(NC(=O)C(=O)NCC2CCCO2)sc2c1CC(C)(C)OC2` (stereo not given)?
CHT block: inactive; CHT allo act: inactive

Results for O=C(NCCCN1CCOCC1)C(=O)N/N=C/c1cccc2ccccc12 ?
CHT block: inactive; CHT allo act: inactive

How did COc1cc(/C=N/NC2=NCCCCC2)ccc1O do in these assays?
CHT block: inactive; CHT allo act: inactive

What do the screens show for `CCOC(=O)N1CCN(C(=O)C2CC(c3ccccc3OC)=NO2)CC1` (stereo not given)?
CHT block: inactive; CHT allo act: inactive

What do the screens show for `Cc1ccc(N2CN(Cc3ccco3)CNC2=S)cc1`?
CHT block: inactive; CHT allo act: inactive

What do the screens show for `COC(=O)CCCC1=CC2=CC(=O)C(C)(OC(=O)c3cnc4ccccc4n3)C(=O)C2=CO1` (stereo not given)?
CHT block: inactive; CHT allo act: inactive

Results for O=C(CN(C(=O)c1csnn1)c1ccccc1F)NCc1ccccc1 ?
CHT block: inactive; CHT allo act: inactive

What do the screens show for `Cc1ccc(NC(=O)C2CC(=O)N/C(=N/N=C/c3ccco3)S2)cc1` (stereo not given)?
CHT block: inactive; CHT allo act: inactive

Results for CCn1c(SCC(=O)Nc2cc(C)on2)nnc1-c1cccc(C)c1 ?
CHT block: inactive; CHT allo act: inactive

Results for CCOc1ccc(Nc2nc(N)c([N+](=O)[O-])c(N3CCN(CC)CC3)n2)cc1 ?
CHT block: inactive; CHT allo act: inactive

What do the screens show for `CC(NC(=S)Nc1c(Cl)cccc1OC(F)F)C(C)(C)C` (stereo not given)?
CHT block: inactive; CHT allo act: inactive

Results for COc1ccc(NC2CCCN(C(=O)CCc3ccccc3F)C2)cc1 (stereo not given) ?
CHT block: inactive; CHT allo act: inactive

What do the screens show for `Clc1cccc(Cl)c1CN1CCN(c2ncccn2)CC1`?
CHT block: inactive; CHT allo act: inactive

Results for CCOC(=O)C(=O)NCC(c1ccco1)S(=O)(=O)c1cccs1 (stereo not given) ?
CHT block: inactive; CHT allo act: inactive

Results for Cc1noc(C)c1COc1ccc(C(=O)N2CCN(S(=O)(=O)c3ccc(Cl)cc3)CC2)cc1 ?
CHT block: inactive; CHT allo act: inactive

Results for COc1ccc(C(=O)Nc2ccc(CN3CCOCC3)cc2)cc1Br ?
CHT block: inactive; CHT allo act: inactive

Results for O=C(COc1ccc2ccccc2c1Br)N1CCCCC1 ?
CHT block: inactive; CHT allo act: inactive

Results for C=CCN1C=C2C(=O)C(C)(OC(=O)CCc3ccccc3)C(=O)C=C2C=C1c1ccc(C#N)cc1 (stereo not given) ?
CHT block: inactive; CHT allo act: inactive

What do the screens show for `COc1ccc(C(=O)NC(=S)NNC(=O)c2ccc3ccccc3n2)cc1`?
CHT block: inactive; CHT allo act: inactive

How did CS(=O)(=O)Nc1ccccc1C(=O)Nc1ccccc1Cl do in these assays?
CHT block: inactive; CHT allo act: inactive

What do the screens show for `N#Cc1c(-c2ccccc2)c(-c2ccccc2)n[nH]c1=O`?
CHT block: inactive; CHT allo act: inactive

Results for Cc1cc(OCC(=O)NCC(C)C)cc(C)c1Br ?
CHT block: inactive; CHT allo act: inactive

How did CC(=O)Nc1ccc(C(=O)OCC(=O)Nc2ccc([N+](=O)[O-])cc2C(F)(F)F)cc1 do in these assays?
CHT block: inactive; CHT allo act: inactive

How did COc1ccc(C(=O)Nc2ccc(S(=O)(=O)Nc3nccc(C)n3)cc2)cc1OC do in these assays?
CHT block: inactive; CHT allo act: inactive

Results for Cc1ccc(Cl)cc1N1CCN(C(=O)C2CCN(S(=O)(=O)c3cnc[nH]3)CC2)CC1 ?
CHT block: inactive; CHT allo act: inactive

What do the screens show for `COc1ccc(C(=O)C2CCCN(Cc3ccc4nonc4c3)C2)cc1OC` (stereo not given)?
CHT block: inactive; CHT allo act: inactive

Results for CC(=O)c1nn(-c2cccc(Br)c2)cc1C(=O)c1ccc(Br)cc1 ?
CHT block: inactive; CHT allo act: inactive

Results for Cc1c(Cl)cnc(NC(=O)COC(=O)c2ccc3ncsc3c2)c1Cl ?
CHT block: inactive; CHT allo act: inactive

What do the screens show for `COCCCNC(=O)c1c[nH]c2ccc(S(=O)(=O)N3CCc4ccccc43)cc2c1=O`?
CHT block: inactive; CHT allo act: inactive

Results for Clc1ccc2c(N/N=C/c3ccccc3Br)ccnc2c1 ?
CHT block: inactive; CHT allo act: inactive

Results for O=C(Nc1ccc(F)cc1)NC1(C(=O)NCc2cccs2)CCCCC1 ?
CHT block: inactive; CHT allo act: inactive

What do the screens show for `Cc1c(NC(=O)CN2CCN(c3ccccc3)CC2)c(=O)n(-c2ccccc2)n1C`?
CHT block: inactive; CHT allo act: inactive

How did OCCC1CN(Cc2cnc(-c3cccc4ccccc34)nc2)CCN1C1CCCCC1 (stereo not given) do in these assays?
CHT block: inactive; CHT allo act: inactive

How did CC1=NN(c2ccccc2)C(=O)/C1=C/c1cn(C)c2ccccc12 do in these assays?
CHT block: inactive; CHT allo act: inactive

Results for Cc1ccccc1NS(=O)(=O)c1ccc2[nH]cc(C(=O)NCCCN3CCOCC3)c(=O)c2c1 ?
CHT block: inactive; CHT allo act: inactive

Results for CS(=O)(=O)N(CC(=O)NCCSC1CCCCC1)c1cccc(F)c1 ?
CHT block: inactive; CHT allo act: inactive

How did O=C(CN1C(=O)NC2(CCCC2)C1=O)Nc1cccc(-c2nnc3n2CCCCC3)c1 do in these assays?
CHT block: inactive; CHT allo act: inactive

What do the screens show for `CNc1ccc(C(=O)N2CCN(S(=O)(=O)c3ccc4c(c3)OCCCO4)CC2)cc1[N+](=O)[O-]`?
CHT block: inactive; CHT allo act: inactive

What do the screens show for `Cc1cccc(-c2nnc(SCc3cc(=O)[nH]c4ccccc34)n2C)c1`?
CHT block: inactive; CHT allo act: inactive

How did CCCCn1c(N)c(N(CCOC)C(=O)c2cnccn2)c(=O)[nH]c1=O do in these assays?
CHT block: inactive; CHT allo act: inactive

How did Cc1ccc(CCN2CC(C(=O)NCCCN3CCC(C)CC3)CC2=O)cc1 (stereo not given) do in these assays?
CHT block: inactive; CHT allo act: inactive

How did CC(=O)NCc1ccc(S(=O)(=O)N2CCCN(C)CC2)cc1 do in these assays?
CHT block: inactive; CHT allo act: inactive

Results for CSc1nnc(C)c(=O)n1COC(=O)/C=C/c1ccc2c(c1)OCO2 ?
CHT block: inactive; CHT allo act: inactive

Results for COc1ccccc1CNC(=O)c1c(-c2ccccc2)nn(-c2ccccc2)c1C ?
CHT block: inactive; CHT allo act: inactive

How did Cc1cc(C)c(S(=O)(=O)c2ccccc2C)c(Oc2ccccc2)n1 do in these assays?
CHT block: inactive; CHT allo act: inactive

How did CCc1cccc(C)c1NC(=O)C1CN(S(=O)(=O)c2ccccc2)CCN1S(=O)(=O)c1ccccc1 (stereo not given) do in these assays?
CHT block: inactive; CHT allo act: inactive

How did Cc1ccc(C(=O)COC(=O)COc2ccc(C)c(C)c2)cc1 do in these assays?
CHT block: inactive; CHT allo act: inactive

How did COc1ccc(-c2csc(NC(=O)C3CC(=O)N(Cc4ccccc4)C3)n2)cc1OC (stereo not given) do in these assays?
CHT block: inactive; CHT allo act: inactive

Results for O=C(C/C=N/OCc1c(Cl)cccc1Cl)c1ccccc1 ?
CHT block: inactive; CHT allo act: inactive

Results for CCOC(=O)c1c(C)[nH]c(C(=O)OCC(=O)N(CC(C)C)c2c(N)n(Cc3ccccc3)c(=O)[nH]c2=O)c1C ?
CHT block: inactive; CHT allo act: inactive

What do the screens show for `Cc1cc(C)cc(C(=O)Nc2nc3ccccc3[nH]2)c1`?
CHT block: inactive; CHT allo act: inactive

What do the screens show for `CCC(C(=O)O)N1C(=O)C2CCCCC2C1=O` (stereo not given)?
CHT block: inactive; CHT allo act: inactive

What do the screens show for `CC(=O)Nc1ccc(NC(=O)c2c(-c3ccccc3Cl)noc2C)cc1`?
CHT block: inactive; CHT allo act: inactive

Ordered by molar mass (high to low): some entries from above.
How did COc1cccc(OC)c1C(=O)N1CCN(Cc2ccccc2C(F)(F)F)CC1 do in these assays?
CHT block: inactive; CHT allo act: inactive

Results for Clc1ccc2c(N/N=C/c3ccccc3Br)ccnc2c1 ?
CHT block: inactive; CHT allo act: inactive

What do the screens show for `Cc1ccc(NC(=O)C2CC(=O)N/C(=N/N=C/c3ccco3)S2)cc1` (stereo not given)?
CHT block: inactive; CHT allo act: inactive

Additional results follow:
How did CN1C(=O)c2ccc(NC(=O)c3ccc(N4CCCCC4)c([N+](=O)[O-])c3)cc2C1=O do in these assays?
CHT block: inactive; CHT allo act: inactive

Results for Cn1c2ccccc2c2c(C(=O)N3CCN(c4ccccn4)CC3)cn(C3CCCC3)c(=O)c21 ?
CHT block: inactive; CHT allo act: inactive

Results for CC(C)(C)C(=O)Nc1ccccc1C(=O)Nc1ccncc1 ?
CHT block: inactive; CHT allo act: inactive

What do the screens show for `COC(=O)Cc1cc(C)cc2c(=O)cc(-c3ccoc3)oc12`?
CHT block: inactive; CHT allo act: inactive

How did Cc1ccc(-c2nc3cccnc3s2)cc1NS(=O)(=O)c1ccc2c(c1)OCCO2 do in these assays?
CHT block: inactive; CHT allo act: inactive

Results for CC(=O)N1CCc2[nH]c3ccccc3c2C1 ?
CHT block: inactive; CHT allo act: inactive

Results for COc1ccc(/C=C/C(=O)Nc2ccc(OC)cc2[N+](=O)[O-])cc1 ?
CHT block: inactive; CHT allo act: inactive

How did NC(=O)C1=C[C@H](c2csc3ccccc23)C[C@H](OCCCCO)O1 do in these assays?
CHT block: inactive; CHT allo act: inactive

What do the screens show for `O=C(CN(C(=O)Cn1nnc(-c2cccs2)n1)c1ccc2c(c1)OCCO2)NCc1ccccc1`?
CHT block: inactive; CHT allo act: inactive

How did CCS(=O)c1ccccc1C(=O)O (stereo not given) do in these assays?
CHT block: inactive; CHT allo act: inactive

How did Oc1ccccc1N1CCN(C(=S)NCCc2ccccc2)CC1 do in these assays?
CHT block: inactive; CHT allo act: inactive

What do the screens show for `Nc1nc(NCC2CCCO2)nc(Nc2cccc(Cl)c2)c1[N+](=O)[O-]` (stereo not given)?
CHT block: inactive; CHT allo act: inactive

What do the screens show for `Cc1cc(/C=C\c2nc(O)c([N+](=O)[O-])c(=O)[nH]2)c(C)n1-c1ccccc1`?
CHT block: inactive; CHT allo act: inactive

Compounds from the list above that contain a nitro group on carbon (seven):
Results for CCOc1ccc(Nc2nc(N)c([N+](=O)[O-])c(N3CCN(CC)CC3)n2)cc1 ?
CHT block: inactive; CHT allo act: inactive

How did CC(=O)Nc1ccc(C(=O)OCC(=O)Nc2ccc([N+](=O)[O-])cc2C(F)(F)F)cc1 do in these assays?
CHT block: inactive; CHT allo act: inactive

What do the screens show for `CNc1ccc(C(=O)N2CCN(S(=O)(=O)c3ccc4c(c3)OCCCO4)CC2)cc1[N+](=O)[O-]`?
CHT block: inactive; CHT allo act: inactive

How did CN1C(=O)c2ccc(NC(=O)c3ccc(N4CCCCC4)c([N+](=O)[O-])c3)cc2C1=O do in these assays?
CHT block: inactive; CHT allo act: inactive

Results for COc1ccc(/C=C/C(=O)Nc2ccc(OC)cc2[N+](=O)[O-])cc1 ?
CHT block: inactive; CHT allo act: inactive

What do the screens show for `Nc1nc(NCC2CCCO2)nc(Nc2cccc(Cl)c2)c1[N+](=O)[O-]` (stereo not given)?
CHT block: inactive; CHT allo act: inactive

What do the screens show for `Cc1cc(/C=C\c2nc(O)c([N+](=O)[O-])c(=O)[nH]2)c(C)n1-c1ccccc1`?
CHT block: inactive; CHT allo act: inactive
